# Source: PubChem BioAssay
# GALK inhibitor – galactokinase (human) inhibition; P51570; Purified GALK, Kinase-Glo residual ATP luminescence; Potency, µM (doses to about 57.5 µM), for the others: at the highest dose activity change, negative = inhibition, actives largely listed as inhibitors; 270,000 compounds, 0.007% hits; note: potency is the fitted concentration of half-maximal effect; % is set by controls: 0 for no effect and ±100 for the full control effect
#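 Galactose (100 uM) and ATP (35 uM) were turned over by 5 nM GALK for 1 h at RT. Kinase-Glo Plus then converted the remaining ATP into a luminescent signal.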
# MBNL1-CUG inh – MBNL1-poly(CUG) RNA binding inhibition. TR-FRET MBNL1-His/biotin-(CUG)12 binding, 665/545 ratio. Potency, µM (doses to about 57.5 µM), without a hit: top-dose activity change, negative = inhibition, usual class: inhibitors. 280,000 compounds, 0.036% hits. AID 2675; active = well fitted inhibition curve with a large enough effect in the signal ratio, with a control signal flat, not every such curve was filed as active; inconclusive = small, poorly fitted or top-dose-only effect, or effect the other way, or a change in a side signal; inactive = no such curve, though single readings can be large or run the other way; the % refers to the signal ratio; note: potency is the fitted concentration of half-maximal effect; % is set by controls: 0 for no effect and ±100 for the full control effect
#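 His-tagged MBNL1 binding to biotinylated (CUG)12 RNA was measured by TR-FRET using terbium anti-His antibody (0.055 ng/ul final) and streptavidin-XL665 (5 nM final). Compounds were titrated 92 nM to 58 uM; 60 min at room temperature.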
# Eya2 phos inh – blocks the phosphatase activity of human Eya2 | O00167 | recombinant Eya2, OMFP fluorescence dephosphorylation (OMFP is methylfluorescein phosphate) | Potency, µM (top dose mostly 76.9 µM), without a hit: top-dose activity, negative = inhibition, actives largely listed as inhibitors | 330,000 compounds, 0.006% hits | AID 488837; note: potency is the fitted concentration of half-maximal effect; % is set by controls: 0 for no effect and ±100 for the full control effect
#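 Eya2 protein (added as 0.2 uM solution) was preincubated with compound for 10 min at ambient temperature in 50 mM HEPES pH 7.5, 50 mM NaCl, 5 uM MgCl2, 0.05% BSA, 1 mM DTT. OMFP (added at 50 uM) then reacted 10 min; fluorescence read at 485/525 nm.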
# Mito fusion yeast – inhibitors of mitochondrial division or activators of mitochondrial fusion | Potency, µM (titrated, usually from 46.1 µM), for inactives: at the top dose growth rescue (activation), hits mostly activators | 320,000 compounds, 0.23% hits | S. cerevisiae fusion-defective mutant growth rescue, CellTiterGlo 48 h | AID 485298;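 note: potency is the fitted concentration of half-maximal effect; % of control where 0% means no effect; nearly all actives have a fitted effect of over 45% in size; temperature-sensitive fusion mutants such as fzo1-1 at 37 °C on non-fermentable ethanol glycerol medium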
#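 S. cerevisiae fusion-defective temperature-sensitive mutants (e.g. fzo1-1, mgm1-5) grown 48 h at 37C in YPEG (ethanol/glycerol non-fermentable) medium with 23 nl compound per well; growth rescue read as CellTiterGlo luminescence.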
# KCNH2 WT inh – blocks the wildtype human KCNH2 potassium channel | Q12809 | U2OS, BacMam KCNH2, thallium flux FluxOr; active compounds read low | activity change, % at 1.84 µM | 340,000 compounds, 0.37% hits | AID 720551;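 active = maximum activity change below -70%; inconclusive = maximum activity change between -70% and -50%; inactive = maximum activity change above -50%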; note: % is set by controls: 0 for no effect and ±100 for the full control effect
#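 U2OS cells transduced with wild-type KCNH2 virus are loaded with FluxOr dye for 45 min, and thallium flux is measured in kinetic reads before and after stimulation buffer. Rate constants are normalized to DMSO controls.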
# ASM inhibitor – human S-ASM enzyme inhibition | P17405 | placental ASM, HMU-PC fluorogenic substrate, 60 min | Potency, µM (titrated, usually from 57.5 µM), inactives show top-dose activity change, negative = inhibition, most hits filed as inhibitors | 340,000 compounds, 0.006% hits | AID 504937; note: potency is the fitted concentration of half-maximal effect
#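 qHTS format. ASM enzyme prepared from human placenta hydrolyses the fluorogenic substrate HMU-PC0 (9 uM final) over 60 min at 37 °C after a 10 min compound preincubation.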
# TSHR antagonist – human thyrotropin receptor antagonism; AID 504810; activity change, negative = inhibition, % at 11.5 µM; P16473; TSHR-expressing cells, TSH-stimulated cAMP HTRF, 2 h; active compounds read low; 330,000 compounds, 0.2% hits;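 active = activity change below a set negative limit, meaning inhibition stronger than a set level, cut at about -70% in these data; inconclusive = activity change between two set negative limits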; note: % is set by controls: 0 for no effect and ±100 for the full control effect
#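 Antagonism was scored as loss of TSH-driven cAMP in TSHR cells, stimulated with 4nM TSH (EC80) for 2 hours at 37 deg C and detected by homogeneous HTRF competition immunoassay.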
# Menin MLL FP TR – inhibitors of human menin-MLL interaction, mutant MLL peptide | 270,000 compounds, 0.23% hits | Potency, µM (doses to about 61.6 µM), without a hit: at the top dose FP activity change, negative = inhibition, usual class: inhibitors | Menin + Texas Red MLL mutant peptide, fluorescence polarization | O00255; active = well fitted inhibition curve with a large enough effect in the polarisation, with a control signal flat, not every such curve was filed as active; inconclusive = small, poorly fitted or top-dose-only effect, or effect the other way, or a change in a side signal; inactive = no such curve, though single readings can be large or run the other way; the % refers to the polarisation; note: potency is the fitted concentration of half-maximal effect; % of control where 0% means no effect; many of its hits are not listed in these tables
# USP2a inh – USP2a (human) protease inhibition | USP2 core, Ub-CHOP2 coupled fluorogenic reporter, 485/531 | Potency, µM (series often up to 38.3 µM), without a hit: at the highest dose activity change, negative = inhibition, actives largely listed as inhibitors | 330,000 compounds, 0.01% hits | AID 463254;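 note: potency is the fitted concentration of half-maximal effect; plate controls were DMSO wells for no effect and full inhibition by NEM control for full effect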
# Target sequence (O75604 whole entry, looked up): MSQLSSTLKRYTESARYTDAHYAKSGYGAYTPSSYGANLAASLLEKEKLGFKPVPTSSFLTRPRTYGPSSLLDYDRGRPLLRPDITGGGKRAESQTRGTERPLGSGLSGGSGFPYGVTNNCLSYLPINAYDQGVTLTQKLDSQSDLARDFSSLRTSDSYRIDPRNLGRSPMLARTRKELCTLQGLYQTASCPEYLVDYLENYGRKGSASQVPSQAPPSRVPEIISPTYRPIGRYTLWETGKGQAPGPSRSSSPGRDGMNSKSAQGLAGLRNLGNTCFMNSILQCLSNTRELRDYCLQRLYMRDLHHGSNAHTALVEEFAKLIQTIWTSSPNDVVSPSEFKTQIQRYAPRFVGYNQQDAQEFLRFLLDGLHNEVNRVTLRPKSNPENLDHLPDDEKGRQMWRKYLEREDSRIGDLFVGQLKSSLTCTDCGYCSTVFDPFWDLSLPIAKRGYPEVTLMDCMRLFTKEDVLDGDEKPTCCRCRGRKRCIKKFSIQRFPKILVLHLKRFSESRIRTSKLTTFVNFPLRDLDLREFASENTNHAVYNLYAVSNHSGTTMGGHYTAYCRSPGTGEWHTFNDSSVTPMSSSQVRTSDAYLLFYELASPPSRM
#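 Cell-free coupled assay: 10nM USP2 core preincubated 30min RT with compound in Tris-HCl pH 8.0/CaCl2/CHAPS buffer, then 25nM Ub-CHOP2 and 25nM reporter substrate; fluorescence (Ex 485/Em 531) read after 60min RT, normalized to NEM inhibition, concentration-response curves fitted.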
# Chronic BCR inh – inhibitors of chronic active B-cell receptor signaling. Potency, µM (series often up to 46.1 µM), inactives show at the highest dose ratio change, negative = lower green/red ratio, most hits filed as inhibitors. 340,000 compounds, 0.05% hits. ABC-DLBCL IkBa-CBG/CBR reporter, luminescence ratio, 4 h; active = well fitted inhibition curve with a large enough effect in the signal ratio, with a control signal flat, not every such curve was filed as active; inconclusive = small, poorly fitted or top-dose-only effect, or effect the other way, or a change in a side signal; the % refers to the signal ratio;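 note: potency is the fitted concentration of half-maximal effect; plate controls were basal doxycycline-induced cells for no effect and cells given 10 µM MG132 for full effect; MG132 reads +100%, hits lower the ratio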
#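 TMD8 human ABC-DLBCL cells with doxycycline-inducible IκBα–green luciferase fusion and unfused red luciferase, in 0.5% FBS medium; compounds up to 46 uM, 4 h at 37C. Green/red luminescence ratio, filter-overlap corrected, fitted to concentration-response curves.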
# PKM2 act – increases activity of human pyruvate kinase M2; P14618; purified PKM2, Kinase-Glo ATP luminescence, activation; response scale: 0% is enzyme alone, no compound; Potency, µM (titrated, usually from 57.5 µM), for inactives: at the top dose activation, most hits filed as activators; 260,000 compounds, 0.34% hits; AID 1631; note: potency is the fitted concentration of half-maximal effect; % is set by controls: 0 for no effect and ±100 for the full control effect; nearly all actives have a fitted effect of over 55% in size
# Target sequence (P14618 whole entry, looked up): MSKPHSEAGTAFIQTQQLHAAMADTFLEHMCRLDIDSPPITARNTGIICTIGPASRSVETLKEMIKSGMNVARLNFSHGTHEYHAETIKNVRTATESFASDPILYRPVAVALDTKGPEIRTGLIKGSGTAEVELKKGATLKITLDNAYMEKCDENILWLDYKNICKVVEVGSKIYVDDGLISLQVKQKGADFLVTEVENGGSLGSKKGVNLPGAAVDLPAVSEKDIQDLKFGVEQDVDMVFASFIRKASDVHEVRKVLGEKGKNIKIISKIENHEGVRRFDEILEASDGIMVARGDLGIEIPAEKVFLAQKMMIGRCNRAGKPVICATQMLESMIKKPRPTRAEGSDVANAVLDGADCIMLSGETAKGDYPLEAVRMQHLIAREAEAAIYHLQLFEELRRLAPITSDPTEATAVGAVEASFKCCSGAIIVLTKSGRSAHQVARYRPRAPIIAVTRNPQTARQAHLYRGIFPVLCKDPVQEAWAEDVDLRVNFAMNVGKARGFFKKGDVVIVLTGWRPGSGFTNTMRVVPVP
#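 Purified hPK-M2 (>95% pure) converted ADP (0.1 mM final) to ATP with 0.5 mM PEP in 50 mM imidazole pH7.2, KCl, MgCl2, Tween 20, BSA; 1 h at room temperature. ATP detected by Kinase-Glo luminescence.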
# Active calls of the source: *; ? = inconclusive; · = not tested or not shown; [ ] = another dose, or the depositor's remark. Unless noted, calls come from the whole dose curve; as a rule, active = well fitted curve in the direction sought with a large enough effect; inconclusive = small, poorly fitted or top-dose-only effect, or another doubt; inactive = no such curve, though single readings can be large; an effect the other way counts as inactive or inconclusive.
Structure	Eya2 phos inh	MBNL1-CUG inh	Menin MLL FP TR	Mito fusion yeast	PKM2 act	KCNH2 WT inh	TSHR antagonist	USP2a inh	Chronic BCR inh	GALK inhibitor	ASM inhibitor
O=S(=O)(c1ccc(Cl)cc1)N1CCN(Cc2ccncc2)CC1	12%	0%	2%	7%	-1%	9	6	-1%	10%	8%	3%
CCOCCCNCc1ccc(OC)cc1	-4%	?	-3%	2%	4%	34	-11	2%	?	-2%	10%
NNC(=O)CS(=O)(=O)c1ccc(Cl)cc1	-2%	·	·	-2%	-7%	-1	-5	0%	-1%	0%	-1%
O=C(O)c1cnc(-c2ccccc2)nc1Oc1ccccc1	-7%	1%	40%[activator]	1%	0%	3	-5	0%	-2%	5%	7%
O=C(CSc1nnc(-c2c[nH]c3ccccc23)o1)c1ccccc1	9%	4%	?	-1%	-1%	-2	-15	-1%	?	1%	0%
CC(C)(C)OC(=O)N[C@@H](Cc1ccccc1)C(=O)N1CCC(C(=O)N[C@@H](CCC(N)=O)C(=O)O)CC1	3%	5%	2%	-5%	·	0	4	-2%	3%	1%	5%
COc1ccc(NC(=O)CN(c2ccc(C)cc2)S(C)(=O)=O)c(OC)c1	19%	-9%	-7%	0%	-1%	-9	-6	0%	0%	4%	1%
CCC(C)(c1nnnn1-c1c(C)cccc1C)N(N=O)c1ccccc1Cl (stereo unspecified)	3%	5%	22%	12%	5%	-15	-4	1%	12%	1%	3%
CC(=O)Nc1c(C(=O)N2CCN(c3ccccn3)CC2)cnn1-c1ccc(C)cc1	4%	-10%[11.5 µM]	-1%	3%	1%	1	4	3%	10%	·	1%
COc1cccc(/C=N\NC(=O)c2sc(N)nc2C)c1OC	3%	7%	·	0%	1%	3	1	-2%	?	-5%	-2%
CC(C)[C@H](CO)Nc1nc(Nc2ccc(Cl)c(C(=O)O)c2)c2ncn(C(C)C)c2n1	-5%	3%	·	-1%	-1%	1	4	3%	-3%	-3%	10%
CCCN(CC1CC1)c1nc(C)nc(Nc2c(Cl)cc(Cl)cc2Cl)c1Cl	-2%	·	?	15µM*	·	5	-16	·	·	·	-9%
O=C(O)c1ccc(Cl)c(S(=O)(=O)Nc2cccc(C(=O)Nc3cccc(C(F)(F)F)c3)c2)c1	17%	-4%	?	9%	-14%	0	14	-10%	3%	3%	10%
CCS(=O)(=O)Nc1ccc2c(c1)N(C(C)=O)c1ccccc1CC2	3%	-8%	-15%	0%	-14%	6	12	1%	?	0%	0%
O=C(c1cc(COc2cccc3cnccc23)on1)N1CCC(c2ccccc2Cl)C1 (stereo unspecified)	-2%	1%	·	?	·	-5	-44	-6%	?	1%	-12%
COc1ccc(CNc2nc3nc(-c4ccccc4)cc(=O)n3[nH]2)cc1OC	-12%	18%	14%	2%	0%	-5	-5	0%	-1%	-9%	-2%
CCOC(=O)CN=C/C(C(=O)Nc1nccs1)=C(/C)O	4%	?	-21%	28%	13%	-1	15	0%	?	-2%	-2%
CCN1CCN(c2oc(-c3ccccc3)nc2S(=O)(=O)c2ccc(C)cc2)CC1	-2%	·	·	-16%	·	41	-1	2%	?	·	-2%
FC(F)(F)c1nnc(-c2ccccc2)nc1Sc1ccccc1	3%	8%	·	-4%	1%	4	-12	0%	?	-1%	-7%
COc1cccc(/C=C/C(=O)Nc2ccc3nc4n(c(=O)c3c2)CCCC4)c1OC	2%	?	?	-1%	-16%	4	-2	0%	?	-1%	-14%
Cc1nnc(N/N=C/c2ccc(O)c([N+](=O)[O-])c2)[nH]c1=O	-3%	?	1%	-8%	-7%	?	-6	0%	4%	0%	-1%
COc1ccccc1-n1c(SCC(=O)N2CCCC2)nc2cccnc21	7%	-8%	-3%	2%	-4%	-2	9	2%	-2%	-2%	2%
N#Cc1nc(-c2ccccc2Cl)oc1N1CCN(C(=O)c2ccco2)CC1	-3%	-1%	?	0%	-6%	16	-8	1%	3%	4%	8%
CNCc1c(OCc2ccccc2F)ccc2ccccc12	-4%	21%	?	7%	1%	25	5	1%	?	-2%	-2%
CCOc1ccc(CCNC(=O)Nc2ccccc2)cc1OCC	11%	-5%	18%	-10%	·	9	-7	-1%	-1%	-2%	3%
COc1ccc2c(c1)C(=O)N(c1ccccc1C)C(=O)C2(C)C	-8%	-7%	-10%	0%	2%	8	-6	3%	?	-3%	5%
COc1ccc(OCC(=O)OCCNC(=O)c2cccnc2)cc1	5%	-3%	6%	-4%	4%	21	11	3%	-1%	0%	-1%
COc1ccccc1N(C)S(=O)(=O)c1ccc(C(=O)NCC2CCCCC2)cc1	5%	·	·	14%	·	-1	-26	2%	-7%	·	-1%
O=C1/C(=C/c2ccccc2)SC(=S)N1C1CCS(=O)(=O)C1 (stereo unspecified)	-20%	1%	·	-3%	0%	1	-11	6%	-3%	-1%	-5%
Cc1ccc(-n2c(SCC(=O)O)nc3sc4c(c3c2=O)C(C)CCC4)cc1 (stereo unspecified)	-3%	?	0%	8%	·	·	-2	-1%	8%	-8%	15%
COc1ccc(N2C(=O)c3ccccc3S2(=O)=O)cc1	-28%	-5%	·	-1%	-5%	-8	3	0%	1%	-2%	-1%
CCOC(=O)C1=C(CSc2nc3c(cc2C#N)CN(C)CC3)OC(N)=C(C#N)C1c1ccc(Cl)cc1 (stereo unspecified)	-27%	?	?	6%	3%	1	11	0%	6%	-1%	30%
Cc1ccc(-n2ncc(C(=O)NCC3CCN(C4CCCC4)C3)c2C2CCN(C(=O)OC(C)(C)C)CC2)cc1 (stereo unspecified)	-6%	-3%	?	-4%	3%[0.46 µM]	3	22	-2%	7%	5%	1%
O=[N+]([O-])c1cc(S(=O)(=O)Nc2ccccc2)ccc1NCc1cccnc1	3%	?	2%	5%	?	6	-23	2%	-11%	-1%	-2%
CCC(C)NC(=O)CCCCCn1c(=O)[nH]c2cc(OC)c(OC)cc2c1=O (stereo unspecified)	-35%	-2%	-10%	2%	-4%	1	7	0%	4%	1%	2%
C=C1CCN([C@@H](C)C(=O)NCc2ccc(Cl)cc2)S(=O)(=O)c2ccccc21	-16%	-2%	·	-13%	-5%	-9	-8	1%	0%	1%	-8%
CN(CC(=O)Nc1ccc(F)cc1)C(=O)COC(=O)CNC(=O)c1ccc(Cl)cc1Cl	11%	·	·	-8%	·	1	3	2%	?	·	1%
COc1cc(-c2ccc3c(=O)c4ccccc4sc3c2)cc(OC)c1OC	21%	·	·	·	·	-4	11	3%	0%	·	43%
O=C(NNC(=O)c1ccc2c(c1)OCO2)NC1CCCCC1	2%	-10%	-9%	1%	6%	1	4	0%	-9%	2%	6%
Oc1c(Br)cc(Br)cc1CNc1cccc2cccnc12	6%	?	?	10%	2%	-8	-25	-3%	?	0%	-13%
CC(C)CN(C(=O)c1ccc(N2CCCC2=O)cc1)C1CCS(=O)(=O)C1 (stereo unspecified)	20%	·	·	-3%	·	-15	4	1%	-2%	·	-1%
CCCC1(C(=O)OCC)NC(c2ccc(N(C)C)cc2)C2C(=O)N(c3ccc4c(c3)OCCO4)C(=O)C21 (stereo unspecified)	-7%	7%	-2%	-1%	-1%	4	-3	4%	?	-2%	0%
NS(=O)(=O)c1ccc(CNS(=O)(=O)c2cccc3nonc23)cc1	-5%	?	·	1%	1%	2	-8	4%	0%	1%	0%
CCOC(=O)c1c(C)[nH]c(C)c1C(=O)CSc1ncccn1	8%	-1%	·	-4%	3%	-1	7	-1%	?	-1%	2%
COC(=O)c1sc(=S)n(-c2ccc(Cl)cc2)c1C	6%	18%	1%	7%	5%	-2	-4	3%	?	0%	0%
O=C(CSc1ncnc2ccccc12)c1ccc2c(c1)OCCO2	-6%	137%[activator]	-22%	4%	7%	-3	?	-1%	?	1%	1%

# Some of the compounds tested (hit frequency here may not be typical).
